Assay outcomes as filed in PubChem.
MEP2 TOR yeast: modulators of TOR pathway MEP2-GFP in S. cerevisiae | S. cerevisiae MEP2-GFP strain, flow cytometry GFP, 3 h; 100% = DMSO control level | GFP response vs DMSO, % at 10 µM | actives 0.51% (n = 330,000);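 active = GFP response versus DMSO above a set limit, roughly screen mean plus 3 SD, cut at about 180% in these data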;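 note: median GFP fluorescence of the barcode-gated MEP2-GFP cells per well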
proCasp3 act: activators of human procaspase-3. AID 463141. recombinant procaspase-3 D3A, Ac-DEVD-pNA absorbance 405 nm. P42574. activation, % at 8.5 µM. actives 0.11% (n = 330,000);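 active = activation above the mean of all tested compounds plus 3 SD, cut at about 21% in these data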;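 note: 0% = DMSO alone and 100% = DMSO wells spiked with extra 5 µM PC-3 D3A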
Target sequence (P42574 whole entry D9A/D28A/D175A): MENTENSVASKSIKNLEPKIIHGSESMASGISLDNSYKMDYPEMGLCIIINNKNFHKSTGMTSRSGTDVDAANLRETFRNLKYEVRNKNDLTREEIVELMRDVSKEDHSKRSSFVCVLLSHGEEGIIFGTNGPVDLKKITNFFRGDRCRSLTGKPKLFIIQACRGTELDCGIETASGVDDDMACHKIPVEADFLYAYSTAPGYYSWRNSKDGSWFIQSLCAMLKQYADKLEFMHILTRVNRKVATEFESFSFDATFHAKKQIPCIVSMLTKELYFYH
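Assay system: Procaspase-3 D3A mutant, all three cleavage aspartates alanine. Buffer or medium: Zinc-free HEPES saline buffer with Triton X-100. Times: 1 h compound preincubation, 2 h substrate hydrolysis at 25 °C. Measured by: 405 nm absorbance of p-nitroaniline, reads at 0 and 120 min. Read-out basis: percent activation relative to control range. Replicates: singlicate.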
CIT2-GFP yeast: modulators of TOR pathway CIT2-GFP in S. cerevisiae | S. cerevisiae CIT2-GFP strain, flow cytometry, 3 h; 100 means same as DMSO wells | AID 2029 | actives 0.065% (n = 320,000) | GFP response vs DMSO, % at 10 µM;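 active = GFP response relative to DMSO above a set limit, near the screen mean plus 3 SD, cut at about 150% in these data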;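 note: ratio of well median GFP fluorescence to mean of DMSO wells on the plate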
proCasp7 act: counter-screen for procaspase-3 activators: activators of human procaspase-7. recombinant procaspase-7, Ac-DEVD-pNA absorbance 405 nm; D23A/D198A/D206A triple mutant, cannot self-cleave; scale: DMSO 0, 5 µM enzyme 100. activation, % at 8.5 µM. actives 0.093% (n = 330,000);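 active = percent activation above the screen-wide mean plus 3 SD, cut at about 25% in these data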
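Replicates: singlicate. Assay system: Procaspase-7 triple mutant (PC-7 D3A). Signal: 405 nm absorbance of p-nitroaniline. Times: 1 h preincubation, 2 h reaction. Buffer or medium: Zinc-free HEPES pH 7.4 with 300 mM NaCl, 0.01% Triton X-100. Also added: DEVD-pNA substrate. Benchmarks: DMSO wells as 0%, DMSO with 5 µM added PC-7 as 100%.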
AGP1-GFP MLPCN: modulators of TOR pathway AGP1-GFP in S. cerevisiae; S. cerevisiae AGP1-GFP multiplex flow cytometry, 3 h; GFP as percent of DMSO wells; GFP response vs DMSO, % at 10 µM; actives 0.02% (n = 320,000); AID 2066;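 active = GFP response relative to DMSO above a set limit, near screen average plus 3 SD, cut at about 150% in these data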;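 note: median GFP channel fluorescence of the gated AGP1 strain per well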
LAP4 TOR yeast: modulators of TOR pathway LAP4-GFP in S. cerevisiae; AID 2023; S. cerevisiae LAP4-GFP multiplex, flow cytometry GFP, 3 h; median GFP as percent of DMSO wells; actives 0.34% (n = 320,000); GFP response vs DMSO, % at 10 µM;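 active = GFP response vs DMSO above a set limit, about the screen mean plus 3 SD, cut at about 150% in these data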
RPL19A TOR yeast: modulators of TOR pathway RPL19A-GFP in S. cerevisiae; actives 0.3% (n = 330,000); S. cerevisiae RPL19A-GFP strain, flow cytometry, 3 h; active compounds read low; percent response vs DMSO, % at 10 µM;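 active = percent response vs DMSO below 50%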;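 note: median channel GFP fluorescence of the barcoded RPL19A-GFP strain; ratio of sample median GFP to plate DMSO average so 100% = DMSO; lower means less RPL19A-GFP as with rapamycin TOR inhibition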
AHR activator: activates the human aryl hydrocarbon receptor. actives 2.5% (n = 320,000). AHR-responsive luciferase reporter cells, luminescence. activation, % at 5 µM. P35869; in the data active = activation above about 47%;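 note: 0% = vehicle wells and 100% = reference agonist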
Target sequence (P35869 whole entry, looked up): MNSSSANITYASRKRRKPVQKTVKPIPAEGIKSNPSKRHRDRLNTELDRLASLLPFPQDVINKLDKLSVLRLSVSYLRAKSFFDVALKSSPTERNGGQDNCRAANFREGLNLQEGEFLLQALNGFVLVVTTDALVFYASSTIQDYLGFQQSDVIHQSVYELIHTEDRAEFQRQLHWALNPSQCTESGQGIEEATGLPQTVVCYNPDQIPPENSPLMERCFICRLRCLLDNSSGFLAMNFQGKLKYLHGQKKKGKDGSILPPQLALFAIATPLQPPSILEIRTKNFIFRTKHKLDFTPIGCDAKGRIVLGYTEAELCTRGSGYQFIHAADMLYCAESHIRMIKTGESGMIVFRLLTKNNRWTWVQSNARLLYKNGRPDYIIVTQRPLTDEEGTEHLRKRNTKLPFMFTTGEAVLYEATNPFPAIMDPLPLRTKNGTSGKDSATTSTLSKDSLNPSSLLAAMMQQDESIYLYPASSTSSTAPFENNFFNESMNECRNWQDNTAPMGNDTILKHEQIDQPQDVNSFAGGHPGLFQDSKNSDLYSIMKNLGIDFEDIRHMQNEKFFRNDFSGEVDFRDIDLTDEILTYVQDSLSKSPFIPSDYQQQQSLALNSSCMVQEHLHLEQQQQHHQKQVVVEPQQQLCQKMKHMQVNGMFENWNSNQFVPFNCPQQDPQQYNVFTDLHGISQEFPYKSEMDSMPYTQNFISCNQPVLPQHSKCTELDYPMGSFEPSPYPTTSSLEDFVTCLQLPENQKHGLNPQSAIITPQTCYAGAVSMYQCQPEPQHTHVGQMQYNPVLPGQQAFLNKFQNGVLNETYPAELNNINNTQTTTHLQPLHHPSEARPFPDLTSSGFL
Active calls of the source: *; . = not tested or not shown; [ ] = another dose, or the depositor's remark.

1) COC(=O)c1[nH]c(C)c(/C(O)=C2\C(=O)C(=O)N(CCN3CCOCC3)C2c2ccc(C)o2)c1C (configuration not stated)
2) Cc1ccc2c(c1)C1C=CCC1C(C(=O)O)N2 (configuration not stated)
3) COc1ccc(NC(=O)C(=S)N2CCCC2)cc1
4) CC(=O)c1cccc(NC(=O)Oc2ccccc2)c1
5) OC(CON=C1c2ccccc2-c2ccccc21)CN1CCNCC1 (configuration not stated)
6) CCOC(=O)C1CCN(C(=O)COC(=O)CN(C)S(=O)(=O)c2ccc(NC(C)=O)cc2)CC1
7) N#Cc1ccccc1S(=O)(=O)Nc1ccc2c(c1)C(=O)OC2
8) Cc1ccc(Nc2nc(-c3cccs3)cs2)nc1
9) COc1ccccc1CNC(=O)c1ccc(-c2ccccc2)cc1
10) C/C=C/C(=O)N1CC2(CC(c3cccc(NC(=O)/C(C)=C/C)c3)=NO2)C[C@H]1C(N)=O (some centres not stated)

compound no.	1	2	3	4	5	6	7	8	9	10
MEP2 TOR yeast	102	102	100	102	107	110	101	93	98	88
proCasp3 act	-2	-14	3	2	4	2	-5	2	6	-1
CIT2-GFP yeast	103	102	110	97	93	103	111	93	98	111
proCasp7 act	-45	-4	2	-1	1	9	-1	3	1	-5
AGP1-GFP MLPCN	112	99	97	101	93	103	116	91	96	91
LAP4 TOR yeast	110	95	100	114	95	92	110	124	106	112
RPL19A TOR yeast	101	89	112	100	93	112	99	94	104	100
AHR activator	19	2	-1	3	5	-2	-1	23	18	-5

Given with each value named: part of the list above.
10	C/C=C/C(=O)N1CC2(CC(c3cccc(NC(=O)/C(C)=C/C)c3)=NO2)C[C@H]1C(N)=O (some centres not stated)
  MEP2 TOR yeast: 88
  proCasp3 act: -1
  CIT2-GFP yeast: 111
  proCasp7 act: -5
  AGP1-GFP MLPCN: 91
  LAP4 TOR yeast: 112
  RPL19A TOR yeast: 100
  AHR activator: -5

3	COc1ccc(NC(=O)C(=S)N2CCCC2)cc1
  MEP2 TOR yeast: 100
  proCasp3 act: 3
  CIT2-GFP yeast: 110
  proCasp7 act: 2
  AGP1-GFP MLPCN: 97
  LAP4 TOR yeast: 100
  RPL19A TOR yeast: 112
  AHR activator: -1

1	COC(=O)c1[nH]c(C)c(/C(O)=C2\C(=O)C(=O)N(CCN3CCOCC3)C2c2ccc(C)o2)c1C (configuration not stated)
  MEP2 TOR yeast: 102
  proCasp3 act: -2
  CIT2-GFP yeast: 103
  proCasp7 act: -45
  AGP1-GFP MLPCN: 112
  LAP4 TOR yeast: 110
  RPL19A TOR yeast: 101
  AHR activator: 19

9	COc1ccccc1CNC(=O)c1ccc(-c2ccccc2)cc1
  MEP2 TOR yeast: 98
  proCasp3 act: 6
  CIT2-GFP yeast: 98
  proCasp7 act: 1
  AGP1-GFP MLPCN: 96
  LAP4 TOR yeast: 106
  RPL19A TOR yeast: 104
  AHR activator: 18

Other entries
11) Cc1ccnc(NC(=O)c2ccc(Cl)c(S(=O)(=O)N3CCCCC3)c2)c1
12) O=C(CSC1=N/C(=C/c2ccco2)C(=O)N1c1ccc(OC(F)F)cc1)NC1CCS(=O)(=O)C1 (configuration not stated)
13) Clc1cccc(C2Nc3cccc4cccc(c34)N2)c1Cl
14) COC(=O)c1ccc(SCC(=O)NC2CCCCC2)c([N+](=O)[O-])c1
15) CC(=O)Nc1ccc(NC(=O)C(C)OC(=O)CNS(=O)(=O)c2ccc(Br)cc2Cl)cc1 (configuration not stated)
16) CCOC(=O)NNC1CC(=O)N(c2ccccc2)C1=O (configuration not stated)
17) COc1cc(C2c3c([nH]c(=O)[nH]c3=O)Nc3ccc4ccccc4c32)ccc1O (configuration not stated)
18) COc1ccc(N=Cc2c(O)c3ccccc3n2C(C)=O)cc1
19) CC(C)N(Cc1ccccc1)C(=O)COC(=O)C1CCCCC1
20) COc1ccccc1NC(=S)NC(=O)CCCOc1ccc(Cl)cc1Cl

compound no.	11	12	13	14	15	16	17	18	19	20
MEP2 TOR yeast	94	97	104	100	101	102	105	105	109	95
proCasp3 act	2	-4	-7	-1	0	4	-6	-7	-2	-5
CIT2-GFP yeast	103	95	90	103	114	96	113	103	108	87
proCasp7 act	3	0	-10	1	4	-3	-5	-12	-2	-4
AGP1-GFP MLPCN	97	92	87	101	101	99	111	99	101	92
LAP4 TOR yeast	93	107	98	98	106	105	103	104	102	100
RPL19A TOR yeast	98	95	94	101	101	101	103	100	97	92
AHR activator	6	2	59*	0	1	1	16	9	-1	4

21) NC(=O)c1c[nH]c2ccccc12
22) CC(=O)Nc1ccc(S(=O)(=O)N(C)Cc2cnn(C)c2)cc1
23) CCC(=O)N1CCN(c2nc3ccc(Br)cc3s2)CC1
24) O=S(=O)(c1ccccc1F)N1CCN(C(=S)NCc2ccccc2)CC1
25) COc1ccc(S(=O)(=O)NC2CCc3ccccc32)cc1OC (configuration not stated)
26) CC(=O)c1ccc(NC(=S)N2CCC(O)CC2)cc1
27) CCN(CC)S(=O)(=O)c1cccc(NC(=O)Nc2cccc(C(F)(F)F)c2)c1
28) COc1cccc(CNC(=S)Nc2ccc(Cl)cc2C)c1
29) Cc1cc(C)n2nc(SCc3nnc(-c4cccs4)o3)nc2n1
30) CS(=O)(=O)N1CCN(C(=O)c2cc(-c3cccnc3)nc3ccc(Br)cc23)CC1

compound no.	21	22	23	24	25	26	27	28	29	30
MEP2 TOR yeast	106	81	108	92	103	105	92	98	114	127
proCasp3 act	1	4	2	1	3	-9	3	11	-9	10
CIT2-GFP yeast	96	.	105	94	98	109	.	98	106	109
proCasp7 act	-2	9	5	5	6	-19	-1	-1	1	0
AGP1-GFP MLPCN	90	94	95	97	89	113	91	99	105	110
LAP4 TOR yeast	100	73	94	101	88	105	95	98	98	110
RPL19A TOR yeast	97	103	100	94	98	111	101	100	104	106
AHR activator	6	-1	-7	1	1	1	26	0	0	2

31) O=C(c1ccc2c(c1)OCCO2)C1CCN(S(=O)(=O)c2ccc(F)cc2)CC1
32) Cc1ccc(NC(=O)CN(C)CC(=O)Nc2cccc(F)c2)cc1S(=O)(=O)N1CCCCCC1
33) COC(=O)[C@@H](NC(=O)c1cc(COc2cncc(Cl)c2)on1)c1ccccc1
34) COc1cccc(NC(=O)CSc2nnc(CNC(=O)c3ccccc3)n2C)c1
35) Cc1cc(C)cc(C(=O)NCCCc2ccccc2)c1
36) CC(=O)Nc1ccc(S(=O)(=O)NC2CC(=O)N(c3cccc(F)c3)C2)cc1 (configuration not stated)
37) Cc1cc([N+](=O)[O-])c(NC2CCCCC2)c([N+](=O)[O-])c1
38) O=C(NCc1ccco1)c1ccc(Cl)c(S(=O)(=O)N2CCc3ccccc32)c1
39) CN(C)C(C(=O)Nc1cc(Cl)cc(Cl)c1)c1ccccc1 (configuration not stated)
40) CCc1ccc(S(=O)(=O)NC2CC(C)(C)NC(C)(C)C2)cc1

compound no.	31	32	33	34	35	36	37	38	39	40
MEP2 TOR yeast	102	100	102	102	102	100	100	97	100	97
proCasp3 act	7	1	3	13	-1	2	0	-2	3	-3
CIT2-GFP yeast	87	99	91	91	99	91	96	96	102	102
proCasp7 act	1	-1	-1	2	7	11	4	7	3	-7
AGP1-GFP MLPCN	94	104	101	101	99	97	101	95	105	102
LAP4 TOR yeast	104	104	110	98	105	109	96	85	95	97
RPL19A TOR yeast	100	97	100	95	99	95	99	98	101	98
AHR activator	1	-1	6	-1	3	3	-4	-1	5	3

41) Cc1cc(NC(=O)c2ccccc2)nc2c1c(=O)oc1ccccc12
42) Cn1c(Cl)c(/C=N/OC(=O)c2ccccc2Cl)c2ccccc21
43) Cc1ccc(-n2nnnc2-c2cccnc2)cc1
44) O=C(c1cc2ccccc2o1)N1CCN(S(=O)(=O)c2cccs2)CC1
45) COc1ccc([N+](=O)[O-])cc1NC(=O)Nc1cccc(Cl)c1
46) COCCN(C(=O)/C=C/c1cccc([N+](=O)[O-])c1)c1c(N)n(Cc2ccccc2)c(=O)[nH]c1=O
47) COCCn1c(-c2cccs2)nc2nc3ccccc3nc21
48) O=C(c1cccnc1)N1N=C(C2CCCCC2)CC1(O)C(F)(F)F (configuration not stated)
49) Cc1ccccc1NC(=O)Cc1nnc(SCc2ccc(Cl)c(Cl)c2)n1C
50) CCOc1ccc(S(=O)(=O)N2CCC(C(=O)N3CCOCC3)CC2)cc1Cl

compound no.	41	42	43	44	45	46	47	48	49	50
MEP2 TOR yeast	96	98	94	90	98	102	97	98	103	99
proCasp3 act	-4	2	-6	2	-5	-2	-4	3	1	2
CIT2-GFP yeast	97	92	104	102	96	105	87	98	95	94
proCasp7 act	5	1	0	-6	5	1	3	18	-4	6
AGP1-GFP MLPCN	90	97	105	95	102	105	91	100	100	104
LAP4 TOR yeast	92	101	105	84	102	107	102	91	110	100
RPL19A TOR yeast	99	100	96	93	100	102	95	98	94	101
AHR activator	24	-3	-4	-2	5	-1	37	5	-1	2

51) N#C/C(C(=O)NCc1ccco1)=C1/SC(Cc2ccc(F)cc2)C(=O)N1c1ccccc1 (configuration not stated)
52) Cc1ccc2cc(CN(Cc3ccco3)C(=S)NCC3CCCO3)c(=O)[nH]c2c1C (configuration not stated)
53) COC(=O)[C@@H]1C[C@H]2CC[C@H](O)C[C@H]2N1Cc1ccc(N2CCN(C)CC2)cc1
54) CCC(=O)Nc1nc(C)c(C(=O)NC2CCCCC2)s1
55) Cc1nc2ccc(NC(=O)NCCCO)cc2s1
56) O=C(N/N=C/C=C/c1ccco1)C(O)c1ccccc1 (configuration not stated)
57) Cc1ccc(C)c(C(C)NC(=O)C2CCCC2)c1 (configuration not stated)
58) O=C(CSc1ccc2nnc(-c3ccccc3)n2n1)N1CCCc2ccccc21
59) CCCc1cc(=O)[nH]c(-n2[nH]c3c(c2=O)CCCC3)n1
60) CCOC(=O)C1(CC2CCCCO2)CCN(C(=O)Nc2ccccc2)CC1 (configuration not stated)

compound no.	51	52	53	54	55	56	57	58	59	60
MEP2 TOR yeast	106	99	89	99	100	105	99	99	98	97
proCasp3 act	2	1	-5	-5	-4	-8	7	7	-2	2
CIT2-GFP yeast	109	103	113	99	101	97	110	99	103	91
proCasp7 act	5	-7	1	2	14	-7	-1	4	-3	-7
AGP1-GFP MLPCN	118	101	90	98	96	101	104	101	99	91
LAP4 TOR yeast	103	95	130	99	96	103	96	102	95	93
RPL19A TOR yeast	110	98	96	101	94	103	106	104	97	90
AHR activator	-2	4	0	2	0	4	-1	5	8	3

61) COC(=O)CSc1nnc(SCc2ccccc2)s1
62) CN(C)/C(Cn1cncn1)=C1/N=C(c2c(F)cccc2F)OC1=O
63) Cc1cc(C)c(NC(=O)COC(=O)C2CCC2)c(Cl)c1
64) COC(C(=O)NC1CCCCCCC1)c1ccccc1 (configuration not stated)

compound no.	61	62	63	64
MEP2 TOR yeast	97	100	106[may fluoresce green]	97
proCasp3 act	-1	5	4	7
CIT2-GFP yeast	93	105	103[may fluoresce green]	94
proCasp7 act	-4	-6	10	-1
AGP1-GFP MLPCN	92	104	108[may fluoresce green]	99
LAP4 TOR yeast	95	97	94[may fluoresce green]	94
RPL19A TOR yeast	93	105	102[may fluoresce green]	97
AHR activator	-1	28	1	-2
